High-throughput results (PubChem)
EPAC2 antagonist – qHTS for Antagonist of cAMP-regulated guanine nucleotide exchange factor 2 (EPAC2): primary screen | EPAC2 GEF exchange of Rap1B-BODIPY-GDP, fluorescence | Potency, µM (series often up to 114 µM), for inactives: at the highest dose activity, negative = inhibition, most hits filed as inhibitors | 360,000 compounds, 0.18% hits; also: % is scaled to controls: 0 for no effect and ±100 for the full control effect; nearly all actives have a fitted effect of over 45% in size; many of its hits are not listed in these tables
Target sequence (Q8WZA2 whole entry, looked up): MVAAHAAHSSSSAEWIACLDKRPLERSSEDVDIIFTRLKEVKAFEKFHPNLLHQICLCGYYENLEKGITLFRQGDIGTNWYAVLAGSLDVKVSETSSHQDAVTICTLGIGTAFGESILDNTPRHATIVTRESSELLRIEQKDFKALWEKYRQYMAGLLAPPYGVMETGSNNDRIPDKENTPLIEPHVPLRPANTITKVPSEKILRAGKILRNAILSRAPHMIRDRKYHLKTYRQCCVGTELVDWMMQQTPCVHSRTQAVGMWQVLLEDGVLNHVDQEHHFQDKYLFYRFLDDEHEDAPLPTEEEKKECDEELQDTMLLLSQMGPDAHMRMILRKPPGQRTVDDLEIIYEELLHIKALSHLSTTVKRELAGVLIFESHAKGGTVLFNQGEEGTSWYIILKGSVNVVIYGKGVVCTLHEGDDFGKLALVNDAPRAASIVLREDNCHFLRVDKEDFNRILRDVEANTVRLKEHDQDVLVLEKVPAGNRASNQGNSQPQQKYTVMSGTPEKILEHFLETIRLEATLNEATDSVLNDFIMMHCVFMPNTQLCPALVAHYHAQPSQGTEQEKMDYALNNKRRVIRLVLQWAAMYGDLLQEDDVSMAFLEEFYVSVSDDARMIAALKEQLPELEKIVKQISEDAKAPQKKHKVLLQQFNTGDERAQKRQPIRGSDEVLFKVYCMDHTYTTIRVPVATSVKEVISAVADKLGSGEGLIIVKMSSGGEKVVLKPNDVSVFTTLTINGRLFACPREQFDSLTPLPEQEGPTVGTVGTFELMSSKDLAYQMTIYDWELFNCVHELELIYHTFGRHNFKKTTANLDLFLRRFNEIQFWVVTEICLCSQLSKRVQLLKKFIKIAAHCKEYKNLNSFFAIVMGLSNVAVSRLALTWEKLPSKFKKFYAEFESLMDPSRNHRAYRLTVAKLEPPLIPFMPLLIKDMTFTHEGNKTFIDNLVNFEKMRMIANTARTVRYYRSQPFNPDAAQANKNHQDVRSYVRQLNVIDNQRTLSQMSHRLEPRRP
PTHR1 ag – qHTS for PTHR1 Agonists: Primary Screen; Parathyroid hormone/parathyroid hormone-related peptide receptor (Homo sapiens), Q03431; HEK293 GP2 PTHR1 cells, GloSensor cAMP luminescence, 1 h; Potency, µM (titrated, usually from 115 µM), without a hit: top-dose activation, actives largely listed as activators; 410,000 compounds, 0.075% hits; also: nearly all actives have a fitted effect of over 55% in size; some results filed as inactive show a strong effect at the top dose; inactives centre near -15; many of its hits are not listed in these tables
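HEK-293-derived GP2 cells expressing PTHR1 and a GloSensor cAMP reporter, 3,000/well, plated overnight, given luciferin plus IBMX (each 0.5 mM as added) for 1 h at 37 °C, then compound for 1 h at 37 °C. Luminescence was read after 15 min at room temperature.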
aSyn rescue – qHTS of alpha-syn Inhibitors; Potency, µM (highest dose often 46.1 µM), for the others: at the top dose growth rescue (activation), usual class: activators; AID 652106, 2013; Yeast expressing alpha-synuclein, growth rescue, BacTiter-Glo, 24 h; 370,000 compounds, 0.14% hits; also: % of control where 0% means no effect; nearly all actives have a fitted effect of over 65% in size
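Rescue of yeast growth: cells expressing toxic alpha-synuclein, induced in galactose at OD600 0.02, incubated with compound 24 h at 30 C. ATP luminescence quantified growth; inhibitors of toxicity appear as activators.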
FUS suppressor – qHTS for Suppressors of FUS Proteinopathy: Primary screen using FUS-linked yeast assay | S. cerevisiae FUS-expressing, growth rescue, OD600, 24 h | 390,000 compounds, 0.24% hits | Potency, µM (highest dose often 76.6 µM), for the others: top-dose growth rescue (activation), actives largely listed as activators;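 also: plate controls were DMSO vehicle for no effect and reference control for full effect; nearly all actives have a fitted effect of over 55% in size; some results filed as inactive show a strong effect at the top dose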
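Steps: raffinose overnight preculture; dilution to OD 0.005 in 2% galactose minimal medium; compound addition (concentration series); 24hr at 30C, 99% humidity; absorbance read at 600 nm.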
EPAC2 agonist – qHTS for Agonist of cAMP-regulated guanine nucleotide exchange factor 4 (EPAC2): primary screen; Potency, µM (doses to about 154 µM), without a hit: top-dose activation, usual class: activators; AID 720711, 2013; EPAC2 activation, biochemical qHTS; response scale: 100% = 6.5 mM cAMP response; 360,000 compounds, 0.079% hits; also: nearly all actives have a fitted effect of over 50% in size
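Guanine nucleotide exchange by EPAC2 is measured as reduced fluorescence of BODIPY-GDP once it is released from 250 nM Rap1B. Plates are read kinetically for 30 min at room temperature; results are scaled to 6.5 mM cAMP.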
EPAC1 ag – qHTS for Agonist of cAMP-regulated guanine nucleotide exchange factor 3 (EPAC1): primary screen; 360,000 compounds, 0.073% hits; Rap guanine nucleotide exchange factor 3 (Homo sapiens), O95398; EPAC1 agonist qHTS, biochemical assay; response scale: 100% = response to 6.5 mM cAMP; Potency, µM (series often up to 154 µM), without a hit: at the highest dose activation, most hits filed as activators; also: nearly all actives have a fitted effect of over 60% in size
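Nucleotide exchange assay: 100 nM EPAC1 with 250 nM Rap1B loaded with BODIPY-GDP and 50 uM GDP, room temperature. Fluorescence (480/540 nm) read every 5 min for 30 min; signal change normalized to 6.5 mM cAMP as full agonist.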
TDP-43 yeast inh – qHTS of TDP-43 Inhibitors | Potency, µM (top dose mostly 46.1 µM), for the others: at the top dose growth rescue (activation), most hits filed as activators | 410,000 compounds, 1.8% hits | TDP-43 expressing yeast growth rescue, BacTiter-Glo, 24 h | AID 652104, 2013; also: % of control where 0% means no effect; nearly all actives have a fitted effect of over 50% in size
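Galactose-induced TDP-43 yeast, OD600=0.02, compound pinned; 24 hr, 30 deg C; BacTiter-Glo luminescence for growth. Inhibitors of TDP-43 toxicity read as activators.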
EPAC1 antag – qHTS for Antagonist of cAMP-regulated guanine nucleotide exchange factor 3 (EPAC1): primary screen; 360,000 compounds, 0.14% hits; Rap guanine nucleotide exchange factor 3 (Homo sapiens), O95398; EPAC1 GEF assay, Rap1b-BODIPY-GDP exchange fluorescence; Potency, µM (top dose mostly 115 µM), for inactives: at the top dose activity change, negative = inhibition, most hits filed as inhibitors;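 also: plate controls were vehicle for no effect and positive control for full effect; nearly all actives have a fitted effect of over 50% in size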
* marks the source's active call; other numbers are inactive results; i = inactive; ? = inconclusive; · = no result given; [ ] = dose if it differs, or a comment. Calls follow the shape of the dose curve; as a rule, active = well fitted curve in the direction sought with a large enough effect; inconclusive = small, poorly fitted or top-dose-only effect, or another doubt; inactive = no such curve, though single readings can be large; an effect the other way counts as inactive or inconclusive. Potency is read from the fitted curve at half-maximal effect. A portion of the library; rates above refer to the full screens.

mol | EPAC2 antagonist | PTHR1 ag | aSyn rescue | FUS suppressor | EPAC2 agonist | EPAC1 ag | TDP-43 yeast inh | EPAC1 antag
CC1SC(C)C(=O)N(CC(=O)Nc2ccc([N+](=O)[O-])cc2)C1=O (centres undefined) | -4% | i | -2% | 17% | -5% | -10% | -20% | 5%
Cc1ccc(CNC(=O)c2ccc3c(=O)c(O)c(-c4ccc(C)cc4)[nH]c3c2)cc1 | 4% | -10% | -10% | 6% | -7% | -14% | 7% | -20%
CCOC(=O)NC(=O)/C(C=Nc1ccc(Cl)cc1)=C(\C)O | 19% | -6% | -3% | -8% | 2% | -12% | -11% | 0%
COc1ccc(C(=O)Nc2cc(S(=O)(=O)N3CCCCC3)ccc2C)cc1 | -8% | -36% | 8% | 21% | -2% | 0% | 16% | 3%
COc1cc(/C=C2/NC(=O)N(CC(=O)Nc3cccc(C)c3)C2=O)ccc1OCC(N)=O | -1% | -50%[inhibitor] | 3% | 19% | 6% | 10% | 11% | -3%
CCc1nc2ccccc2c(C(=O)Nc2ccc(F)cc2)c1C | 5% | -6% | 9% | -1% | 9% | 16% | 4% | 9%
CN(C)C(=O)CSc1nc(-c2ccccc2)nc2c1CCCC2 | -5% | -22%[57.5 µM] | 1% | 13% | 0% | 0% | 8% | -4%
CC(=O)C[C@H](O)CC(=O)[C@H]1OC(=O)CC/C=C\Cc2ccccc21 | -4% | i | 9% | -19% | 1% | 1% | ? | -4%

Reprinted from the part before: 5 compounds; new compounds follow.
mol | EPAC2 antagonist | PTHR1 ag | aSyn rescue | FUS suppressor | EPAC2 agonist | EPAC1 ag | TDP-43 yeast inh | EPAC1 antag
COc1ccc(C(=O)Nc2cc(S(=O)(=O)N3CCCCC3)ccc2C)cc1 | -8% | -36% | 8% | 21% | -2% | 0% | 16% | 3%
COc1cc(/C=C2/NC(=O)N(CC(=O)Nc3cccc(C)c3)C2=O)ccc1OCC(N)=O | -1% | -50%[inhibitor] | 3% | 19% | 6% | 10% | 11% | -3%
CCc1nc2ccccc2c(C(=O)Nc2ccc(F)cc2)c1C | 5% | -6% | 9% | -1% | 9% | 16% | 4% | 9%
CN(C)C(=O)CSc1nc(-c2ccccc2)nc2c1CCCC2 | -5% | -22%[57.5 µM] | 1% | 13% | 0% | 0% | 8% | -4%
CC(=O)C[C@H](O)CC(=O)[C@H]1OC(=O)CC/C=C\Cc2ccccc21 | -4% | i | 9% | -19% | 1% | 1% | ? | -4%
C=CCN(CC=C)S(=O)(=O)c1ccc(F)cc1 | -1% | -13% | 3% | 20% | 12% | 1% | -10% | -6%
CCOC(=O)c1c(NC(=O)COC(=O)CCNS(=O)(=O)c2ccccc2)sc(C(=O)NC)c1C | 11% | -38%[inhibitor] | 11% | · | 3% | -7% | -11% | 10%
Cc1ccccc1C(=O)N1CCN(c2ccc(N3CCOCC3)nn2)CC1 | 28% | i | 1% | 13% | 2% | 6% | -8% | 6%
Cc1nc2ccc([N+](=O)[O-])cc2c(=O)n1Cc1ccc([N+](=O)[O-])cc1 | 8% | -38%[inhibitor] | 12% | 1% | 8% | -2% | 0% | -5%
COc1ccccc1C(=O)N1CCN(S(=O)(=O)c2ccccc2)CC1 | -2% | i | -3% | -1% | 5% | 0% | -3% | 6%
COc1ccc(-c2cc(-c3c(O)c(OC)c4occc4c3OC)[nH]n2)cc1OC | -13% | -12% | ? | 24% | 21% | 26% | ? | -10%
COc1ccc(C(CCN2CCN(c3ccccc3)CC2)c2c(OC)cc(OC)c3c(-c4ccccc4)cc(=O)oc23)cc1 (centres undefined) | 0% | i | -17% | 42% | 8% | -23% | -4% | -7%
COCC(=O)Nc1ccc(OCc2ccccc2)cc1 | 8% | i | 0% | · | -1% | 7% | 20% | -15%

(more compounds)
mol | EPAC2 antagonist | PTHR1 ag | aSyn rescue | FUS suppressor | EPAC2 agonist | EPAC1 ag | TDP-43 yeast inh | EPAC1 antag
C=CCN1C(=O)/C(=C\c2ccco2)C(C(=O)OC)=C1C | 6% | -8% | 5% | · | 6% | -10% | 9% | 8%
O=C1Nc2cc(C(=O)NCCCN3CCOCC3)ccc2S/C1=C/c1cccc(Cl)c1 | -2% | i | -1% | 5% | 14% | 1% | 1% | 1%
CCC(=O)N(C)C[C@H]1Oc2cc(-c3cccnc3)ccc2S(=O)(=O)N([C@H](C)CO)C[C@H]1C | -3% | -19% | 0% | 13% | 7% | -17% | 9% | -3%
Cc1ccccc1CNC(=O)CCn1nc(C)c2c(C)n(-c3ccccc3)nc2c1=O | -2% | -10% | -2% | -1% | 1% | 6% | 0% | -2%
O=C(Oc1ccccc1C(=O)N1CCOCC1)c1cccc(Br)c1 | -6% | i | 5% | -8% | -7% | 3% | 25% | -8%
CN(C)c1ccc(C2C3C(=O)NC(=O)C3ON2c2ccc(Cl)cc2)cc1 (centres undefined) | -12% | -5% | 4% | 3% | 11% | -1% | 5% | -7%
Cn1nnnc1SCC(=O)NCC(=O)c1ccccc1 | -5% | i | 8% | 22% | 3% | -7% | -15% | -10%
O=C(O)c1ccccc1SCCS(=O)(=O)c1ccc(Cl)cc1Cl | -10% | i | -1% | 10% | -2% | -6% | 2% | 8%

Following part.
mol | EPAC2 antagonist | PTHR1 ag | aSyn rescue | FUS suppressor | EPAC2 agonist | EPAC1 ag | TDP-43 yeast inh | EPAC1 antag
CC(=O)c1c(C)cc(C)c(CSc2nnc(-c3ccco3)o2)c1C | -4% | -26% | 15% | 30% | 12% | 14% | 5% | 4%
O=C(O)CSc1nc2ccccc2nc1Cc1ccccc1F | -10% | i | 14% | 5% | 7% | 5% | 14% | 0%
O=C(COC(=O)c1ccccc1NCCO)NCCc1ccccc1 | -5% | i | -6% | 9% | 3% | 11% | -5% | 0%
Cc1[nH]c2ccccc2c1C(c1ccncc1)N1CCC(C)CC1 (centres undefined) | -13% | -51%[inhibitor] | -5% | 4% | -2% | 4% | 3% | 15%
Cc1ccc(S(=O)(=O)n2oc(=O)c(C3CCCCC3)c2N)cc1 | -17% | i | 8% | 12% | 11% | 6% | 14% | -2%
COc1ccccc1CC1(C)C(=O)Nc2ccc(OC(F)(F)F)cc21 (centres undefined) | ? | -50%[inhibitor] | 2% | ? | -16% | -29% | -7% | -22%
Cc1ccc(NCC(=O)N/N=C/c2cc(O)ccc2[N+](=O)[O-])cc1 | 15% | i | 1% | 1% | -1% | 4% | -11% | 1%
CC(C)NC(=O)CSc1nnc(-c2ccc(F)cc2)c2ccccc12 | 2% | -16% | -5% | -4% | 10% | 12% | 4% | -7%

By substructure, those above with a nitro group on carbon
mol | EPAC2 antagonist | PTHR1 ag | aSyn rescue | FUS suppressor | EPAC2 agonist | EPAC1 ag | TDP-43 yeast inh | EPAC1 antag
CC1SC(C)C(=O)N(CC(=O)Nc2ccc([N+](=O)[O-])cc2)C1=O (centres undefined) | -4% | i | -2% | 17% | -5% | -10% | -20% | 5%
Cc1nc2ccc([N+](=O)[O-])cc2c(=O)n1Cc1ccc([N+](=O)[O-])cc1 | 8% | -38%[inhibitor] | 12% | 1% | 8% | -2% | 0% | -5%
Cc1ccc(NCC(=O)N/N=C/c2cc(O)ccc2[N+](=O)[O-])cc1 | 15% | i | 1% | 1% | -1% | 4% | -11% | 1%

Later entries
mol	EPAC2 antagonist	PTHR1 ag	aSyn rescue	FUS suppressor	EPAC2 agonist	EPAC1 ag	TDP-43 yeast inh	EPAC1 antag
O=C(Nc1ccccc1C(=O)NC1CC1)c1ccccc1F	4%	19%	-14%	-7%	13%	1%	4%	-30%
CC(C)C[C@@H](CN=[N+]=[N-])N1CCN(C)CCC1=O	9%	-8%	-2%	-27%	0%	4%	-1%	21%
Cc1ccnc(SCc2cc(=O)c(OC(=O)c3cccs3)co2)n1	5%	i	?	10%	5%	5%	-17%	10%
CNC(=S)NNC(=O)CSCc1c(Cl)cccc1Cl	4%	i	1%	3%	8%	-6%	-1%	23%
Cc1ccc2nc(-c3ccccc3)cc(C(=O)N(C)CC(=O)Nc3ccccc3Br)c2c1	-12%	-11%	-15%	12%	21%	24%	?	-16%
COc1ccc(C(=O)Nc2sc(C(=O)N(C)C)c(C)c2C#N)cc1[N+](=O)[O-]	-10%	-52%[inhibitor]	0%	·	-5%	2%	-16%	13%
CC(=O)Cc1nsc(NC(=O)c2ccc(-c3ccccc3Cl)o2)n1	1%	-21%	-10%	34%	7%	4%	12%	-19%
Cc1ccc2[nH]cc(S(=O)(=O)c3ccc(C(C)C)cc3)c(=O)c2c1	-4%	-19%	4%	8%	-5%	-19%	-14%	-1%
CCc1ccc(OCC(=O)Nc2ccc3c(c2)COC3=O)cc1	12%	-9%[57.5 µM]	5%	7%	5%	-2%	13µM*	3%
Cc1ccc(OCC(=O)NC2CCCC2)c(C)c1	7%	-19%	9%	-11%	-4%	-6%	11%	1%
Cc1cc(C)cc(-c2nnc(SCC(=O)N3CCN(C(=O)c4ccco4)CC3)o2)c1	3%	-5%[57.5 µM]	10%	35%	-24%	-5%	10%	1%
Cc1cccc(C(=O)OCC(=O)NCc2ccc3c(c2)OCO3)c1C	-6%	i	-1%	-19%	-5%	6%	22%	-2%
Cc1nn(C)c(C(=O)NC2C3CC4CC(C3)CC2C4)c1Cl (centres undefined)	-1%	-8%	7%	26%	13%	0%	10µM*	-7%
COc1ccc(CSCCc2n[nH]c(=S)n2-c2ccccc2)cc1C	-6%	-23%	7%	23%	0%	3%	12%	0%
CCNc1nc(NC(C)C)nc(N(C#N)Cc2ccccc2)n1	-4%	-18%	-18%	6%	7%	11%	26%	-15%
